# Screens as filed in PubChem BioAssay.
# bovine MsrA act: bovine methionine sulfoxide reductase A activation; AID 602163; 360,000 tested, 0.3% active; activation, % at 10.6 µM; purified bovine MsrA, absorbance read-out; in the data active = activation above about 7.5%;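 also: 0% = vehicle and 100% = reference activator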
# TbMetRS inhib: Trypanosoma brucei MetRS inhibition. purified T. brucei MetRS, ATP depletion, Kinase-Glo luminescence. inhibition, % at 11.9 µM. 360,000 tested, 0.4% active. AID 624268;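 active = inhibition above a per-plate cutoff of the control wells' mean inhibition plus 3 SD, cut at about 5.5% in these data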;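 also: 0% = DMSO wells median and 100% = median of wells with control inhibitor compound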
#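 technique = Kinase-Glo luminescence, ATP depletion format | system = purified MetRS (methionyl-tRNA synthetase) enzyme from Trypanosoma brucei | timing = 15 min preincubation, 2 h reaction, all 25 °C | evaluation = percent inhibition versus plate control medians | dosing = single dose, 11.9 µM final nominal, 0.9% final DMSO | also added = substrates ATP, L-methionine and bulk Escherichia coli tRNA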
# FAS-TE inh: FAS thioesterase (human) inhibition. recombinant FAS-TE, OMFH fluorogenic substrate, fluorescence endpoint. inhibition, % at 15 µM. 360,000 tested, 0.67% active. AID 602261;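 active = compounds whose normalised, plate-corrected inhibition of enzyme fluorescence in the single-dose primary screen is 50% or more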;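 also: 0% = DMSO with enzyme and 100% = substrate without enzyme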
# SKN-1 block: blocks SKN-1 activity in C. elegans; C. elegans VP596 Pgst-4::GFP/RFP ratio, acrylamide-induced, 24 h; inhibition, % at 21.8 µM; 360,000 tested, 0.49% active;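 active = interference check ratio from 0.5 to 1.5 plus GFP to RFP signal ratio inhibition reaching or exceeding a fixed threshold, cut at about 30% in these data, passing the limit was not always enough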; also: some compounds called inactive have numbers as strong as hits
# MsrA inh: inhibitors of bovine MsrA; purified bovine MsrA, absorbance read-out; 360,000 tested, 0.75% active; inhibition, % at 15.5 µM; in the data active = inhibition above about 4.5%;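 also: 0% = vehicle wells with enzyme and 100% = reference inhibitor wells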
# MT1-MMP act inh: blocks activation of human MT1-MMP; HT1080 RFP-PRO-GFP cells, GFP/RFP ratio fluorescence, overnight; percent of plate control window, DMSO zero; GFP/RFP ratio change, % at 20 µM; 360,000 tested, 0.061% active; AID 651647;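 active = GFP/RFP ratio change of at least 30% with cell ATP level not reduced by more than half and red fluorescence within 50% of control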; also: strong numbers were not always called active
#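 Assay system: RFP-PRO-GFP reporter HT1080 cells; read-out basis: GFP/RFP fluorescence ratio; benchmarks: DMSO wells and RFP-L50D-GFP cells; doses: 20 µM single dose, 1% DMSO; schedule: overnight cell settling, then overnight compound exposure, 37 °C, 5% CO2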
# E coli Lon inh: inhibits E. coli Lon protease. purified E. coli Lon protease, fluorescence polarization. inhibition, % at 7.94 µM. 360,000 tested, 0.42% active. P0A9M0; in the data active = inhibition above about 13%, passing the limit was not always enough;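 also: 0% = enzyme with probe and DMSO and 100% = no enzyme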
# MLLE-PAM2 inh: blocks PAM2 peptide binding to the PABP1 MLLE domain. P11940. GST-MLLE / FITC-PAM2 fluorescence polarization. inhibition, % at 20 µM. 360,000 tested, 0.36% active. AID 588489; in the data active = inhibition above about 35%, passing the limit was not always enough;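 also: plate controls were DMSO wells with GST-MLLE for no effect and wells lacking GST-MLLE protein for full effect; some results filed as inactive read as strong as hits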
# Target sequence (P11940 whole entry, looked up, the tested form may be a part): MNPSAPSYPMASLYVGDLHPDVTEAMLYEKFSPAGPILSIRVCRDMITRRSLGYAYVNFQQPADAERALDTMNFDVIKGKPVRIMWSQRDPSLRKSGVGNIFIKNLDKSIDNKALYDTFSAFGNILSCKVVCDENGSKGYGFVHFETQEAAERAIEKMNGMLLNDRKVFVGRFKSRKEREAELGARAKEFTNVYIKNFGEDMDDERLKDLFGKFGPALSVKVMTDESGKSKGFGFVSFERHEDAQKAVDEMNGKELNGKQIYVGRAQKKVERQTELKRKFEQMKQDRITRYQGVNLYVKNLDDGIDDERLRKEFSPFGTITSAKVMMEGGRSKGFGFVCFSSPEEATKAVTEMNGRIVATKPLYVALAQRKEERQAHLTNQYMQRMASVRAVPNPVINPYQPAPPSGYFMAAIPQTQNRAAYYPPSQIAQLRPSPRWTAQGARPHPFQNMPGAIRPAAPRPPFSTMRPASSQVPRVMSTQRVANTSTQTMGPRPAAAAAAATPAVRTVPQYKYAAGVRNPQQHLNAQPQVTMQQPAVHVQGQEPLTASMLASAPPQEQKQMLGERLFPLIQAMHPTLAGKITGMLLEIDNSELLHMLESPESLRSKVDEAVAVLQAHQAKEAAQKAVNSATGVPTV
# CendR NRP1 mod: alters CendR peptide binding to human NRP-1; O14786; FAM-RPARPAR peptide binding to NRP-1, fluorescence polarization; inhibition, % at 25 µM; 360,000 tested, 0.85% active;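 active = inhibition or corrected inhibition above about 18%, plus a signal ratio from 0.5 to 1.5, limit read from the data, passing the limit was not always enough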; also: strong numbers were not always called active
# Active calls of the source: *; . = not tested or not shown.
SMILES,bovine MsrA act,TbMetRS inhib,FAS-TE inh,SKN-1 block,MsrA inh,MT1-MMP act inh,E coli Lon inh,MLLE-PAM2 inh,CendR NRP1 mod
C=CCNC(=O)/C(C#N)=C/c1c(N(Cc2ccccc2)Cc2ccccc2)nc2ccccn2c1=O,-2.8,0.1,22.9,-6.2,-0.2,-10.1,-2.5,-23.2,-11.7
CC1(C(=O)NS(=O)(=O)c2cccs2)CCN1C(=O)c1ccco1 (stereo not given),-0.1,-0.3,-3.6,-10.3,1.6,-0.1,-12.6,-6.6,-0.3
CCOC(=O)CSc1nc2sc3c(c2c(=O)[nH]1)CC(C)(CC)OC3 (stereo not given),3.4,0.1,-5.2,9.0,-0.4,2.8,-7.1,2.8,-2.8
COC(=O)Nc1sccc1C(=O)Nc1sccc1C(=O)OC,-9.5,-0.8,-0.4,-2.4,1.6,-11.1,-15.7,-78.3,-14.4
CCn1nc(C)c(CN2CCC(Oc3ccc(C(=O)N4CCCC4)cc3)CC2)c1C,-2.4,-0.2,-4.9,7.2,-0.8,2.3,-5.9,-3.3,-1.0
CN1CCN(C(=O)OC2CC3CC2[C@H]2CCCCN2C3=O)CC1 (stereo not given in full),-2.0,-0.1,-10.5,14.2,-1.0,4.3,-3.5,.,10.2
CC(C)NC(=O)CN(C(=O)CCC(=O)Nc1nccs1)c1ccc2c(c1)OCO2,1.2,-0.3,-8.3,7.2,-0.2,-4.4,-3.5,0.7,18.2
Cc1cccc(C)c1NC(=O)CN(C)C(C)C(=O)NCC(=O)Nc1ccc(F)c(F)c1F (stereo not given),-0.5,-0.4,0.4,-5.1,0.5,1.9,-13.4,-9.4,16.7
CCOc1ccccc1C1C(C#N)=C(N)Nc2onc(-c3ccccc3)c21 (stereo not given),-0.5,-0.3,-5.1,-5.6,0.2,0.0,0.5,7.5,-0.5
CCc1c(O)nc(SCC(=O)Nc2c(C)cccc2C)n(-c2ccc(F)cc2)c1=O,-0.8,-0.2,-9.3,6.0,0.4,-0.2,-5.7,-82.4,10.9
Cc1cc(C)nc(N2CCC(C(=O)NCCc3ccc(F)cc3)CC2)n1,-1.7,-0.4,-1.1,-9.7,0.8,11.0,-4.7,3.0,4.8
COc1cc2c(cc1OC)C(=NO)CCCC2,-3.1,-0.2,-9.9,4.0,-0.3,-0.5,-2.6,-3.1,14.0
Cc1ccc(NC(=O)CSCC(=O)Nc2cccc3ncccc23)cc1,-4.0,-0.2,-5.4,9.5,1.4,-12.7,-2.7,13.4,6.7
CCc1cc2c(=O)n(N)c(CCC(=O)O)nc2s1,-0.8,-0.8,-7.8,-2.4,0.5,1.5,-2.6,-13.2,-9.6
O=C(c1ccc(N2CCOCC2)cc1)N1CCCC(Nc2ccccc2)C1 (stereo not given),-3.9,-0.2,-6.7,5.6,1.5,-0.2,6.3,8.1,10.3
Cc1ccc(N2C(=O)CC(Sc3cccs3)C2=O)cc1 (stereo not given),-4.0,0.4,-2.2,-6.8,0.4,-4.5,1.5,32.8,7.7
COC(=O)c1[nH]c2ccccc2c1NC(=O)CN1CCCc2ccccc21,-0.4,-1.0,0.5,13.1,0.7,-13.7,-12.0,-22.5,-23.4
Cc1cc(C)c(C2C(C#N)=C(N)Oc3n[nH]c(C)c32)cc1CN1CCOCC1 (stereo not given),-3.3,-0.8,-2.0,6.8,.,-6.9,-1.9,2.9,-26.6
O=C1C=C(/C=C/c2ccccc2)C[C@@H](c2ccc(F)cc2)C1,-3.2,-0.2,28.1,22.9,1.8,0.1,-3.2,-0.7,11.3
COc1ccc(/C=C2\SC(=O)N(CCCC(=O)Nc3ccc(C(=O)O)cc3)C2=O)cc1OC,-1.8,-0.3,-5.8,6.2,1.1,-1.3,-2.4,2.1,-2.2
O=C(CN1CCN(C(=O)c2cccs2)CC1)Nc1ccc(Br)cc1,-1.4,-0.3,1.8,6.7,0.2,2.4,-0.9,-8.1,13.5
CSc1nc(=S)n(-c2ccc([N+](=O)[O-])cc2)c(C)c1C(C)=O,-5.1,-1.6,-0.6,2.8,0.7,-1.9,4.1,0.0,7.8
CCc1cc2ccc(C)cc2nc1SCC(=O)NNC(=O)c1ccco1,-0.9,-0.3,1.6,1.2,1.3,-0.9,-6.8,4.0,2.8
O=C1CCC2c3ccc4ccccc4c3CCN12 (stereo not given),-2.5,0.1,-7.1,4.6,0.8,-4.8,-8.1,-14.6,-27.2
COc1ccccc1-c1nnc(NC(=O)c2ccc3c(c2)OCO3)s1,-2.2,-0.2,-4.0,2.9,-0.6,-8.1,-3.1,0.1,6.6
CC(C)[C@@H](CO)NS(=O)(=O)c1ccc(Br)cc1F,-1.2,-0.3,-8.8,-5.2,0.1,1.7,-4.7,-1.9,0.7
CC(=O)NCCn1c(SCC(=O)Nc2ccc(C)cc2)nc2ccccc2c1=O,-3.2,-1.1,-2.1,-1.4,-1.0,1.9,-3.1,2.1,-3.5
CCOc1ccc(C(CC(=O)O)NC(=O)COc2ccccc2)cc1 (stereo not given),-4.5,0.1,-9.1,0.1,-0.8,0.7,-11.2,8.6,1.4
N#CCCN(C(=O)COC(=O)CSc1ccc(Cl)cc1)c1ccccc1,-3.6,-0.3,9.1,3.4,-0.5,0.3,3.0,12.3,-1.1
N#CCC(=O)Nc1nc(-c2ccc3c(c2)OCCO3)cs1,1.6,0.3,-3.7,-10.9,-0.1,-4.8,1.2,-2.6,4.2

# By substructure, the compounds so far with bromine
SMILES,bovine MsrA act,TbMetRS inhib,FAS-TE inh,SKN-1 block,MsrA inh,MT1-MMP act inh,E coli Lon inh,MLLE-PAM2 inh,CendR NRP1 mod
O=C(CN1CCN(C(=O)c2cccs2)CC1)Nc1ccc(Br)cc1,-1.4,-0.3,1.8,6.7,0.2,2.4,-0.9,-8.1,13.5
CC(C)[C@@H](CO)NS(=O)(=O)c1ccc(Br)cc1F,-1.2,-0.3,-8.8,-5.2,0.1,1.7,-4.7,-1.9,0.7

# (further entries)
SMILES,bovine MsrA act,TbMetRS inhib,FAS-TE inh,SKN-1 block,MsrA inh,MT1-MMP act inh,E coli Lon inh,MLLE-PAM2 inh,CendR NRP1 mod
C=CCNC(=O)CSc1n[nH]c(-c2cc(Cl)ccc2OC)n1,-0.9,-0.2,-0.4,-3.8,0.9,-0.6,-0.8,-9.6,-7.5
CCOc1ccc(N(C(C)=O)c2nc(C)cc(C)c2C#N)cc1,-5.9,-0.9,3.9,-9.4,0.1,-2.7,-4.0,-7.5,2.2
COC(=O)CSc1n[nH]c(=S)s1,5.7,-0.3,-9.0,0.5,-0.6,1.8,5.2,-35.2,3.2
c1ccc(-c2nc(NCc3ccco3)c3oc4ccccc4c3n2)cc1,-5.6,-0.5,34.1,9.0,0.8,-1.3,-8.3,-2.1,5.7
CN(C)CCNC(C(=O)Nc1cc(Cl)cc(Cl)c1)c1ccccc1 (stereo not given),-1.8,-0.6,0.4,4.6,-0.4,5.2,-10.4,7.3,-13.1
O=C(O)/C=C/C(=O)NCc1csc2ccccc12,-1.0,0.0,-3.7,-10.4,-0.2,-3.2,-7.9,21.5,-1.7
COc1cc(C(=O)NCc2ccc3[nH]c(C)cc3c2)cc(OC)c1OC,-3.2,-0.2,-4.2,22.6,0.5,9.5,9.7,21.8,3.9
COc1ccc(NC(=O)N(C)C[C@H]2Oc3c(NC(=O)c4ccncc4)cccc3C(=O)N([C@H](C)CO)C[C@@H]2C)cc1,-3.2,-0.2,-12.3,7.3,0.4,0.9,-11.9,-33.7,5.1
O=C(Nc1cccc(C(=O)O)c1)/C(=C\c1ccccc1)NC(=O)c1ccc(Br)o1,0.1,0.1,-1.9,10.3,1.1,-2.5,-15.0,-2.5,-1.2
COc1cc(CNC2CCCCCCC2)c(Br)cc1OCCO,-2.6,-0.5,-9.8,10.9,0.9,-1.0,1.8,-11.2,1.0
CC1CCN(S(=O)(=O)c2ccc(C(C)C)cc2)CC1,-14.6,-1.1,12.7,0.0,0.8,-0.4,-8.4,8.3,18.7
O=C(O)c1ccc(CN2C[C@@H](CO)O[C@@H](n3cnc4c(N5CCOCC5)ncnc43)C2)cc1,-2.1,-0.2,-3.5,31.4,-1.2,8.3,10.7,9.7,-5.0
CCCCN1C=CC(=C2C(=O)c3ccccc3C2=O)C=C1,-3.3,-0.8,-5.2,5.3,1.3,4.2,-3.1,4.8,-5.6
Cc1ccc(N(C(=O)CNC(=O)c2ccco2)C(C(=O)NCC2CCCO2)c2ccccc2)cc1C (stereo not given),-7.3,0.3,1.0,0.6,0.3,-4.7,-4.1,8.4,-2.9
CN(C)CC1CCCCC1OC(=O)c1ccc(Cl)cc1 (stereo not given),-4.2,-0.4,-2.0,5.6,0.7,1.6,-13.9,2.9,2.3
COc1ccc2nc3ccccc3[n+]([O-])c2c1,3.8,-0.3,-23.4,-2.0,0.4,-4.7,193.9*,154.4,93.9
O=C(CCNC(=O)c1ccccc1)OCC(=O)c1ccccc1,1.6,-0.2,-5.4,2.9,-1.2,0.8,-6.6,14.5,1.8
COCCC(=O)N1CCC(Oc2ccc(C(=O)NC3Cc4ccccc4C3)cc2)CC1,-2.6,0.5,-5.8,16.9,0.2,4.5,3.9,2.2,2.4
Cc1nc2ccc(Cl)cc2c(-c2ccccc2Cl)c1CC(=O)O,-7.6,-1.2,-10.9,-4.1,0.7,20.5,-4.2,-1.3,10.0
CC(C)(C)NC(=O)CSCc1ccc(Br)cc1,2.8,0.4,0.1,5.2,-0.1,-7.4,8.1,-8.7,-3.1
CCC(C(=O)NCc1ccccc1OC)n1nc(C)n2c(cc3occc32)c1=O (stereo not given),-3.0,0.1,-9.8,5.7,0.8,-0.1,-4.5,-4.6,3.3
COC(=O)c1ccccc1CC1SC(N)=NC1=O (stereo not given),-3.2,-0.1,-5.4,28.4,0.8,3.4,1.4,12.1,9.1
CSC(=Nc1ccc(Cl)cc1)N[n+]1ccccc1,-3.1,1.1,-16.9,6.2,-1.3,-3.3,-1.7,-104.7,19.4
Cc1ccc2nc(C)cc(C(=O)N3CCCC(N4CCN(c5ccccc5C)CC4)C3)c2c1 (stereo not given),-1.6,-0.3,0.6,18.9,0.2,-0.8,-2.2,2.0,8.9
Cc1ccc2oc(C(=O)N(Cc3ccc(N(C)C)cc3)C3CCS(=O)(=O)C3)c(C)c2c1 (stereo not given),-3.1,-0.4,21.2,5.8,1.4,-2.6,-5.1,-10.0,3.0
CC(NC(=S)Nc1cccc(F)c1)C(c1cccs1)N1CCOCC1 (stereo not given),3.4,-0.1,3.1,-1.5,0.8,3.8,-1.1,8.6,1.4
Cc1cc(O)c(-c2n[nH]c3c2C(c2cccc(O)c2)N(Cc2cccnc2)C3=O)cc1Cl (stereo not given),-0.3,4.8,-76.7,5.6,0.6,-0.5,13.5,-8.4,2.7
N#CCCN(C(=O)CSc1n[nH]c(=O)[nH]c1=O)c1ccccc1,-2.7,-0.1,-6.7,13.8,1.3,-1.2,-3.4,-0.9,16.2
COC(=O)c1sccc1NC(=O)C1CC2CCC1C2 (stereo not given),-3.7,-0.7,10.4,1.6,0.8,4.2,4.6,-2.7,2.2
